High-throughput results deposited in PubChem by Sanford-Burnham Center for Chemical Genomics.
SENP6 inh: SENP6 protease inhibition. AID 2599. Recombinant SENP6 catalytic domain, aminoluciferin luminescence. 330,000 compounds, 1.8% hits. inhibition, % at 10 µM;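 active = inhibition above about 50% at the single tested dose, limit read from the data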;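 note: plate controls were DMSO wells with enzyme for no effect and DMSO wells lacking enzyme for full effect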
ATG4B inh: ATG4B (human) cysteine protease inhibition; AID 504462; ATG4B cleavage of LC3-PLA2, NBD-HPC fluorescence, 1 h; inhibition, % at 8.33 µM; 340,000 compounds, 0.51% hits; in the data active = inhibition above about 40%
SENP1 FRET inh: SENP1 (human) catalytic domain inhibition; recombinant SENP1 catalytic domain, CyPet-SUMO1-YPet FRET cleavage; Q9P0U3; inhibition, % at 10 µM; AID 624204; 360,000 compounds, 0.21% hits;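 active = inhibition at least 30% at 10 µM, raw YFP signal under a set limit, fluorescence ratio 0.5 to 1.5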;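 note: 0% = enzyme with DMSO and 100% = no enzyme wells; some results filed as inactive read as strong as hits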
Target sequence (Q9P0U3 419-644 limits assumed): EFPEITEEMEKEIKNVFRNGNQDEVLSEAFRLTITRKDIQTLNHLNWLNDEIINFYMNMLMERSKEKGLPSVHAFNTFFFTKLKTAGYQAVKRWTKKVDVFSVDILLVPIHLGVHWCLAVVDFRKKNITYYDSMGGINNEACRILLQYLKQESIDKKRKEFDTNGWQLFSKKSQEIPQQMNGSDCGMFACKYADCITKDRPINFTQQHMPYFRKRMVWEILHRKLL
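system = hSENP1 catalytic domain, recombinant | reagent = SFCypet-SUMO1-SFYpet substrate at 25 nM | doses = one dose per compound, 10 µM, 0.5% DMSO | incubation = enzyme reaction for 50 min at room temperature, dark | measured by = FRET, CFP and YFP emission | controls = no-enzyme low, enzyme-DMSO high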
PfGluPho inh: PfG6PD (Plasmodium falciparum) enzyme inhibition; AID 504690; inhibition, % at 20 µM; PfGluPho enzyme, NADPH resazurin-diaphorase fluorescence; 350,000 compounds, 0.78% hits;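 active = inhibition reaching at least a set limit at 20 µM in the primary screen, cut at about 59% in these data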;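 note: 0% = DMSO wells with substrate and 100% = DMSO wells lacking glucose-6-phosphate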
SENP8 inh: blocks human SENP8 cleavage of Nedd8 substrate. Q96LD8. recombinant SENP8, Nedd8 substrate fluorescence. inhibition, % at 20 µM. 360,000 compounds, 0.64% hits. AID 602440; in the data active = inhibition mostly above about 40%, no sharp cut-off; inactive = mostly below about 27%
Target sequence (Q96LD8 whole entry, looked up): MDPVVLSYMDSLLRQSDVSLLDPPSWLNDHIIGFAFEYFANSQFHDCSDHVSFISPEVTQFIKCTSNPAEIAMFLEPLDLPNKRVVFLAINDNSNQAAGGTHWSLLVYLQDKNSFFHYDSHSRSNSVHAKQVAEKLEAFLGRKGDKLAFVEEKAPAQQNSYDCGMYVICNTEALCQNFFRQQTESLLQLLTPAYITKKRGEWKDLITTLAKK
hIAP activ: increases human intestinal alkaline phosphatase activity; P09923; purified human IAP, CDP-Star luminescence, 30 min; stronger effect = higher value; 1 = vehicle-only enzyme, 0 = enzyme-free background; activation factor at 10 µM; 330,000 compounds, 0.16% hits; AID 2524;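 active = activation factor of the enzyme at least 2-fold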; note: the source names both 10 and 20 µM as test concentration; values of inactives mirror those of a sister screen read the other way
Target sequence (P09923 whole entry, looked up): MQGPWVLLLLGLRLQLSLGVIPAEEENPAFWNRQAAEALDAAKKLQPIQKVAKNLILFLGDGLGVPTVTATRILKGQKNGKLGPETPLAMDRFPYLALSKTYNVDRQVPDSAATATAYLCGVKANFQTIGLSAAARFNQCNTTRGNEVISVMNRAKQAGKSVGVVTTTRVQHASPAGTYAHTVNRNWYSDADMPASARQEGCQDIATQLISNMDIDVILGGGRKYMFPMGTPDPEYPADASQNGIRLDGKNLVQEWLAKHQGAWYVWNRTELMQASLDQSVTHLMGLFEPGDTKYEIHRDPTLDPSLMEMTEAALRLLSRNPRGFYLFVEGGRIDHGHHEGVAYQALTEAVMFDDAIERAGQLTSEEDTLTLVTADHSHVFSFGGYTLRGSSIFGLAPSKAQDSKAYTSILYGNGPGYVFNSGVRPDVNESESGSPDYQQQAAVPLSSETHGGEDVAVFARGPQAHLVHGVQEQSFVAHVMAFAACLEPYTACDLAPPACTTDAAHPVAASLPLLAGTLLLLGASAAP
GRIN3A LBD mod: modulates the human NR3A ligand-binding domain; NR3A LBD differential scanning fluorimetry, Tm shift; 0% = protein alone, 100% = glycine-bound protein; Tm shift relative to glycine control, % at 25 µM; 340,000 compounds, 2.5% hits;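 active = melting temperature shift of at least 10% of the positive control shift, at one fixed dose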
MPTP inh: permeability transition pore inhibition; inhibition, % at 10 µM; AID 602449; 360,000 compounds, 1.4% hits; isolated mouse mitochondria, Ca2+ swelling absorbance, 30 min;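 active = inhibition of 50% or more, scaled per plate between neutral and stimulator controls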;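 note: 0% = DMSO wells given calcium and 100% = 1 mM EGTA wells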
The depositor's hits bear a star; i = inactive; nt = not tested or not shown.

compound	PfGluPho inh	MPTP inh	ATG4B inh	hIAP activ	SENP6 inh	GRIN3A LBD mod	SENP8 inh	SENP1 FRET inh
COc1ccc(NC(=O)C(CCSC)NC(N)=O)cc1Cl (configuration not stated)	0	4.0	6	1.1	-16	-1	2	2
CCCn1c(SCC(=O)Nc2nc(C)cs2)nnc1-c1cccnc1	1	-1.9	-2	1	2	-1	13	3
Cc1cc(NS(=O)(=O)c2ccc(NC(=S)Nc3ccc(Cl)cc3C)cc2)no1	8	23	-14	0.91	-8	2	12	0
CCN(CC)CCOc1ccc(C=NNc2nc3c([nH]2)c(=O)n(C)c(=O)n3C)cc1	0	-0.4	-1	nt	nt	-9	-102	-2
COc1ccc(NC(=O)c2oc3ccccc3c2NC(=O)c2ccc(OC)c(OC)c2)c(OC)c1	-4	1.3	-1	nt	nt	-1	-60	-3
Cc1ccc(S(=O)(=O)N2CCN(C(=O)CNC(=O)c3ccc(Cl)cc3)CC2)cc1	-25	-2.9	0	1.2	4	-2	5	0
O=C(Nn1cnnc1)c1ccc(Cl)c(Cl)c1	-6	1.6	1	0.97	15	0	26	3
Cc1ccc(C2=NC(C)(C)N=C2SCC(=O)Nc2ccc(Cl)cc2)cc1	11	9.5	-10	0.89	-3	-8	4	3
CCC(=O)Nc1ccc(-c2cc3ccccc3oc2=O)cc1	-12	0.4	-9	0.94	6	-5	-413	-7
COc1ccc2c(ccn2S(=O)(=O)c2ccccc2)c1	14	1.0	5	1	0	2	6	2
Cc1cccc(NC(=S)N(CCc2ccncc2)C(C)C)c1C	3	0.5	10	0.92	9	-1	14	-1
CCOCCOC(=O)C1=C(C)N(C)C(=O)NC1c1cc(Cl)c(O)c(OC)c1 (configuration not stated)	-12	1.3	-2	0.99	4	-1	14	3
O=C(COc1c(F)c(F)cc(F)c1F)NNC(=O)CC1CCS(=O)(=O)C1 (configuration not stated)	2	0.5	-2	1	-15	-1	0	2
CCc1ccc(C2CC(c3ccccc3Cl)Nc3nc(N)nn32)cc1 (configuration not stated)	11	-3.9	10	0.9	2	-1	7	0
COc1ccc(NC(=S)/N=C(\N)Nc2nc(C)c3ccccc3n2)cc1	25	8.3	-14	1.1	-17	7	17	-1

As a short view, some entries already given.
compound	PfGluPho inh	MPTP inh	ATG4B inh	hIAP activ	SENP6 inh	GRIN3A LBD mod	SENP8 inh	SENP1 FRET inh
COc1ccc(NC(=O)C(CCSC)NC(N)=O)cc1Cl (configuration not stated)	0	4.0	6	1.1	-16	-1	2	2
CCCn1c(SCC(=O)Nc2nc(C)cs2)nnc1-c1cccnc1	1	-1.9	-2	1	2	-1	13	3
Cc1cc(NS(=O)(=O)c2ccc(NC(=S)Nc3ccc(Cl)cc3C)cc2)no1	8	23	-14	0.91	-8	2	12	0
CCN(CC)CCOc1ccc(C=NNc2nc3c([nH]2)c(=O)n(C)c(=O)n3C)cc1	0	-0.4	-1	nt	nt	-9	-102	-2
COc1ccc(NC(=O)c2oc3ccccc3c2NC(=O)c2ccc(OC)c(OC)c2)c(OC)c1	-4	1.3	-1	nt	nt	-1	-60	-3

Continued.
compound	PfGluPho inh	MPTP inh	ATG4B inh	hIAP activ	SENP6 inh	GRIN3A LBD mod	SENP8 inh	SENP1 FRET inh
O=C(NCc1cccnc1)c1ccccc1NS(=O)(=O)c1ccc(F)cc1F	-9	3.1	-7	1	-13	-1	4	2
CC(OC(=O)/C=C/c1ccco1)C(=O)NC1CCCCC1C (configuration not stated)	0	-1.4	1	0.98	9	2	6	1
CCCOC(=O)Cn1c(=O)c2cc3c(=O)n(CC(=O)OCCC)c(=O)c3cc2c1=O	-4	-0.8	-6	nt	nt	1	17	-1
O=C(Nc1ccccc1)N1N=C(c2cccs2)CC1c1cccs1 (configuration not stated)	26	0.1	25	1.1	-13	0	-306	3
OCCSc1nc(-c2ccccc2)nc2ccc(F)cc12	11	3.6	-19	0.99	3	-8	4	-20
OC12CCCCC1C(c1ccc3c(c1)OCO3)N(Cc1ccc(F)cc1)CC2 (configuration not stated)	0	0.6	-13	0.92	2	-3	14	0
CC(C)OCCCNC(=O)C1CCC(=O)N1C1CCCC1 (configuration not stated)	-7	-1.3	-3	1	7	0	8	27
O=C(CNC(=O)c1ccc(N2CCCC2=O)cc1)Nc1ccc(F)c(F)c1F	-5	-0.3	-2	0.85	29	-1	1	1
O=C(Nc1nccs1)c1nc[nH]c1C(=O)N1CCN(c2ccccc2)CC1	-10	-0.2	-4	2	6	-1	13	1
CCCCC(=O)Nc1ccc(C(=O)Nc2nc(CC(=O)OCC)cs2)cc1	50	-4.6	-3	1.1	-4	-23	-2	0
O=C(COc1ccc(Br)cc1)N/N=C1/SCC(=O)N1Cc1ccco1	0	-2.1	-6	0.94	-6	0	12	4
O=C(c1ccc(S(=O)(=O)Nc2ccccc2)cc1)N1CCOCC1	12	-5.1	0	1.2	-26	-6	21	0
COc1cc(/C=N/Nc2ccc(F)cc2F)cc(OC)c1O	38	-0.6	-6	0.93	-17	-2	-62	-1
Cc1onc(-c2ccccc2)c1C(=O)OCC(=O)Nc1ccc(C#N)cc1	4	2.7	-7	1.2	-4	-7	9	0
COc1ccc(-c2nn(-c3ccccc3)cc2/C=C2/SC(=S)N(CCCC(=O)O)C2=O)c(C)c1	-23	-1.2	3	1.3	-3	13*	13	-8
CCOC(=O)C1C(=O)OC2(CCOC(C)(C)C2)C1C(=O)OCC (configuration not stated)	-3	2.6	2	1.1	-18	0	11	0
Cc1cccc(C(C)C)c1-n1nnnc1-c1ccccc1	50	0.9	5	1	2	0	9	3
CCOc1ccccc1N=Cc1c(O)n(C)c(=O)n(C)c1=O	5	1.2	-7	0.82	15	1	-292	4
Cc1ccc2cc(C#N)c(NCc3ccco3)nc2c1	4	-1.4	3	1	-14	-1	-322	-23
O=C(CCc1ccccc1)Nc1ccc(S(=O)(=O)N2CCCC2)cc1	10	0.8	-13	1	-13	-1	7	1
Cc1cc(NC(=O)CCC2CCCCC2)no1	-32	-0.5	-2	1	-3	0	22	-1
N#Cc1ccc(C(=O)Nc2cccc(S(=O)(=O)NC3=NCCC3)c2)cc1	3	-0.4	1	0.7	7	0	0	-1
Cc1nn(C)c(C)c1S(=O)(=O)N(CC(=O)Nc1ccccn1)c1ccc(C(C)C)cc1	7	0.1	8	0.92	-15	0	5	1
CC(C)=N/N=C1/NC(=O)C(c2ccc(Cl)cc2)S1 (configuration not stated)	-13	-1.0	0	nt	nt	-1	9	4
N/C(CCN1CCCCC1)=N/O	-16	-2.0	0	0.88	3	3	15	0
OCC[C@H]1C[C@H](O)[C@@H](O)[C@@]2(OCc3ccccc32)O1	-13	-1.3	5	1	-9	1	12	-1
CNC(=O)c1ccc(NC(=O)CN2c3cccc4cccc(c34)S2(=O)=O)cc1	-12	0.2	-1	0.99	0	0	i	1
COc1ccc(/C=C2/SC(=S)N(CCCC(=O)Nc3ccc(O)cc3)C2=O)cc1OC	-1	0.1	-15	0.9	-5	7	11	-57
CCN1C(=O)N[C@H](c2ccccc2)C(C(C)=O)=C1C	-7	-0.1	-14	0.89	-1	2	18	4
O=C(C[n+]1cc(-c2ccccc2)n2c1CCC2)Nc1nc(-c2ccccc2)cs1	33	0.6	-18	1.1	-4	-1	20	2
Cn1cnc([N+](=O)[O-])c1C(=O)Nc1cccc([N+](=O)[O-])c1	-9	0.9	4	0.93	12	-1	15	2
O=C(CSc1nnc(Nc2ccccc2F)s1)NC1CCS(=O)(=O)C1 (configuration not stated)	-17	-0.9	2	1.1	0	0	25	2
Cc1ccc(C)c(CN2CCC(CNC(=O)CCc3nnc4ccc(N5CCCCC5)nn34)CC2)c1	0	-1.1	-7	0.95	6	-1	-5	-6
COc1ccc2nc(-c3ccccc3)nc(SCC(=O)NCC3CCCO3)c2c1 (configuration not stated)	16	-1.8	-2	0.87	-11	-2	-87	-5
O=c1cc(N2CCN(c3ccc(F)cc3)CC2)[nH]c(=O)n1C1CCCCC1	13	-2.9	18	1.1	-19	-1	10	-4
COc1ccc(C/C(N)=N/OC(=O)Cc2ccccc2)cc1OC	-12	-6.4	-10	1.1	-12	0	-52	-8
CC(=O)c1cccc(NC(=O)C2CCN(S(=O)(=O)c3c(C)n[nH]c3C)CC2)c1	-14	-0.9	-1	0.98	-4	3	8	2
CC(C)(C)OC(=O)CN1C(=O)NC(Cc2c[nH]c3ccccc23)C1=O (configuration not stated)	-8	1.6	7	1.2	-13	2	3	0
Cn1c(NCCN2CCCCC2)cc(=O)n(C)c1=O	-7	-0.8	-6	0.9	1	0	8	-3
CCOC(=O)C1CCN(C(=O)CSc2ccccc2)CC1	-2	0.8	-12	0.89	1	0	15	3
Cc1c(NC(=O)C(C)Oc2cccc(F)c2)c(=O)n(-c2ccccc2)n1C (configuration not stated)	-13	0.3	-1	1	-17	0	10	1
CCOc1cc2c(cc1OCC)C(c1ccc(OC)cc1)N(c1ccccc1)C(=O)C2 (configuration not stated)	0	-1.1	2	1.1	7	-5	14	3
CCCCn1c(SCC(=O)OC)nc2c1c(=O)n(C)c(=O)n2C	-2	-1.8	2	0.95	-5	-1	9	0
O=C(N/N=C/c1ccncc1)c1ccc2c(c1)OCO2	-18	1.8	2	1	1	-4	8	1
CCN(CC(=O)NC(C)(C)C)Cc1cc(=O)n2c(-c3ccccc3)csc2n1	6	0.3	1	0.93	-13	-1	-21	-12
CC(c1n[nH]c(=S)n1-c1ccc(Cl)cc1)N(C)C (configuration not stated)	37	1.2	-6	0.98	-12	-12	10	4
Cc1cc(C)cc(N(C(=O)Cc2cccs2)C(C(=O)NC2CCCCC2)c2ccccn2)c1 (configuration not stated)	-18	3.8	-8	1.1	8	0	20	1
CCOC(=O)c1c(C)nn(-c2ncccc2NC(=O)CCC(=O)O)c1C	-28	-0.3	0	1.1	-1	0	21	3
Cc1ccc(-n2nnnc2SCC(=O)N2c3ccccc3NC(=O)C2(C)C)cc1	-1	9.8	-8	0.96	5	-1	29	2
CC(C)(C)C1=NN=C2c3ccccc3C(=O)C21 (configuration not stated)	0	0.6	-5	0.94	-5	0	17	3
COc1ccc(CN(C)CC(O)COC(c2ccccc2)c2ccccc2)c(OC)c1OC (configuration not stated)	17	1.6	1	1.2	-13	-1	24	-3
COc1cc2[nH]c(=O)c(C(=O)NCc3ccc(F)cc3)c(O)c2cc1OC	-6	0.3	-10	0.86	-1	0	-292	0
COCCNC(=O)/C(C#N)=C/c1ccccc1Br	-8	-0.6	-3	0.88	8	1	6	0
COc1ccc(NC(=O)c2ccccn2)cc1	2	0.1	0	1.3	94*	0	0	-1
O=C(Cn1cnc2c(nnn2Cc2ccc(F)cc2)c1=O)NCc1ccccc1	-11	1.0	-16	0.97	-4	0	20	2
Cn1c(=O)oc2cc(S(=O)(=O)Nc3ccc(Cl)cc3)ccc21	-27	-0.8	-5	1.1	11	-4	15	0
Cc1ccc2cc(C=C(C#N)C#N)c(N3CCCCC3)nc2c1	-8	0.6	4	1.1	-8	0	-86	-1
CCS(=O)(=O)N1CCC(C(=O)Nc2cc(Cl)ccc2O)CC1	0	-0.6	-4	1.1	8	1	1	6
Cc1cccc(N2C(=O)N3[C@H](c4ccc(Cl)cc4)[C@@H]4C(=O)N(C5CCCCC5)C(=O)[C@@H]4[C@]3(Cc3ccc(Cl)cc3)C2=O)c1	-8	2.7	-3	1.1	-5	21*	-1	5
CN(C(=S)NC(=O)C1CC1)c1ccc(O)cc1	60*	-1.1	-2	1	-6	3	-1	2
Cc1ccccc1OCC(=O)NS(=O)(=O)c1ccc(Cl)cc1	-29	0.3	-8	1.4	-15	0	7	1
